TDP-43 yeast inh = inhibitors of TDP-43 toxicity in yeast. TDP-43 expressing yeast growth rescue, BacTiter-Glo, 24 h. 410,000 compounds, 1.8% hits. Potency, µM (series often up to 46.1 µM), for the others: at the top dose growth rescue (activation), usual class: activators; further: potency means the concentration at half of the fitted maximal effect; % of control where 0% means no effect; nearly all actives have a fitted effect of over 50% in size
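Readout is BacTiter-Glo luminescence of cell growth, so inhibitors register as activators. TDP-43-expressing yeast at OD600=0.02 in galactose medium, after raffinose pregrowth to mid-log, were incubated with compound for 24 hr at 30 deg C.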
HEK293 tox = cytotoxicity in counter-screen for GLP-1R inverse agonists; HEK293 cAMP-luciferase reporter cells, luminescence, 24 h; Potency, µM (top dose mostly 38.3 µM), without a hit: top-dose activity change, negative = inhibition, hits mostly inhibitors; 410,000 compounds, 0.13% hits; AID 624418;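 further: loss of luciferase light is scored as toxicity; potency means the concentration at half of the fitted maximal effect; on the % scale 0 is the no-effect control and ±100 the full control effect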
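Compound-treated cells are incubated 24 hr at 37 deg C under 5% CO2 after a 12 hour attachment period, then luciferase detection reagent is added and luminescence is measured following 12 min at room temperature; lowered signal indicates toxicity.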
FUS suppressor = rescues growth of FUS-expressing yeast. S. cerevisiae FUS-expressing, growth rescue, OD600, 24 h. Potency, µM (highest dose often 76.6 µM), without a hit: top-dose growth rescue (activation), usual class: activators. 390,000 compounds, 0.24% hits;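 further: potency means the concentration at half of the fitted maximal effect; plate controls were DMSO vehicle for no effect and reference control for full effect; nearly all actives have a fitted effect of over 55% in size; some results filed as inactive show a strong effect at the top dose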
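S. cerevisiae expressing FUS from galactose induction served as the toxicity model. Growth after 24hr at 30C, read as absorbance at 600 nm, indicates suppression of toxicity; compounds dosed at several concentrations.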
aSyn yeast inh = alpha-synuclein toxicity inhibition in yeast; Yeast expressing alpha-synuclein, growth rescue, BacTiter-Glo, 24 h; Potency, µM (highest dose often 46.1 µM), without a hit: at the top dose growth rescue (activation), actives largely listed as activators; 370,000 compounds, 0.14% hits; further: potency means the concentration at half of the fitted maximal effect; % of control where 0% means no effect; nearly all actives have a fitted effect of over 65% in size
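Galactose-induced alpha-syn yeast (OD600=0.02, raffinose-pregrown) + pinned cpd, 24 hr, 30 deg C; growth by BacTiter-Glo luminescence. Growth restoration scores as activation.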
Abeta rescue = restores growth of yeast expressing A-beta42 peptide; Potency, µM (highest dose often 46.1 µM), for the others: at the top dose growth rescue, hits mostly activators; 410,000 compounds, 0.063% hits; yeast expressing A-beta42, growth rescue, OD600, 48 h; response scale: 0% DMSO, 100% iron-clioquinol control; further: potency means the concentration at half of the fitted maximal effect; nearly all actives have a fitted effect of over 55% in size
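Yeast growth medium received pinned compounds, then yeast cells expressing toxic A-beta were added; plates incubated at 30 C for 48 hr. Growth read as absorbance at 600 nm, normalized to DMSO and equimolar FeCl3 plus clioquinol controls.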
PTHR1 ag = PTHR1 (human) receptor agonism; Q03431; Potency, µM (highest dose often 115 µM), inactives show top-dose activation, hits mostly activators; HEK293 GP2 PTHR1 cells, GloSensor cAMP luminescence, 1 h; 410,000 compounds, 0.075% hits; further: potency means the concentration at half of the fitted maximal effect; nearly all actives have a fitted effect of over 55% in size; some results filed as inactive show a strong effect at the top dose; inactives centre near -15; many of its hits are not listed in these tables
Target sequence (Q03431 whole entry, looked up): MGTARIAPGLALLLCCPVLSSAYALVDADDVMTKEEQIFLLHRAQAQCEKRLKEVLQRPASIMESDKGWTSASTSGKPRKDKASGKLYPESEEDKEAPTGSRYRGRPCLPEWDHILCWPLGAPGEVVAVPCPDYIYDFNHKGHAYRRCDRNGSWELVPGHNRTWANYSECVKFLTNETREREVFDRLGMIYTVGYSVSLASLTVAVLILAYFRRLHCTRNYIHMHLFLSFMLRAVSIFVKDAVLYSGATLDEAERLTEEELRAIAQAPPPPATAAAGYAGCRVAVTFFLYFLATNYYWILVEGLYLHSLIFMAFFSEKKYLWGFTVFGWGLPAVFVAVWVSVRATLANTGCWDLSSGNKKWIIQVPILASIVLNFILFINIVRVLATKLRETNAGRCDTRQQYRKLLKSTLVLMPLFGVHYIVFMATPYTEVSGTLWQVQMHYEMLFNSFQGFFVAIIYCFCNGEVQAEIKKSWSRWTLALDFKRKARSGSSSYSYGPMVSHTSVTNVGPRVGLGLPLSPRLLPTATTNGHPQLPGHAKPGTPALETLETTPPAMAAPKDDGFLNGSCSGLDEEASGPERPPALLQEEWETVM
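HEK-293-derived GP2 cells expressing PTHR1 and a GloSensor cAMP reporter, 3,000/well, plated overnight, given luciferin plus IBMX (each 0.5 mM as added) for 1 h at 37 °C, then compound for 1 h at 37 °C. Luminescence was read after 15 min at room temperature.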
GLP-1R inv ag = acts as inverse agonist at human GLP-1 receptor; P43220; HEK293 GLP-1R CRE-luciferase, luminescence, 24 h; GLP-1R form is constitutively active; Potency, µM (highest dose often 38.3 µM), for the others: at the highest dose activity change, negative = inhibition, usual class: inhibitors; 410,000 compounds, 1.6% hits; further: potency means the concentration at half of the fitted maximal effect; on the % scale 0 is the no-effect control and ±100 the full control effect; nearly all actives have a fitted effect of over 55% in size
Target sequence (P43220 whole entry, looked up): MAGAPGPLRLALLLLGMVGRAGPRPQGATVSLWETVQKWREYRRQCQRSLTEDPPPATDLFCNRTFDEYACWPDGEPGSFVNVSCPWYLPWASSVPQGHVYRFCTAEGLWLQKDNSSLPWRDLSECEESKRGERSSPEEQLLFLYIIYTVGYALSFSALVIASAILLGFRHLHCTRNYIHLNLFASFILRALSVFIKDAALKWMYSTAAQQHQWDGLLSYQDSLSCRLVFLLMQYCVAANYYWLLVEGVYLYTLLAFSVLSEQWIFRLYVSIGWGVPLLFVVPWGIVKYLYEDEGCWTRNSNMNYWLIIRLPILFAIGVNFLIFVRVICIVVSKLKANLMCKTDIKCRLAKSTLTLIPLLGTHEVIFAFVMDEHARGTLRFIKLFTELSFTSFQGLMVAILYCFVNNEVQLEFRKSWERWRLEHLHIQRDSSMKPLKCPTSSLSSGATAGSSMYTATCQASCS
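Using stably transfected HEK293 (constitutively active GLP-1R, cAMP-luciferase reporter), compounds were incubated 24 hr and luciferase measured by luminescence.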
MmCpn inh = blocks the Methanococcus maripaludis chaperonin Mm-Cpn. 330,000 compounds, 0.031% hits. purified Mm-Cpn ATPase, ADP Transcreener TR-FRET. Potency, µM (highest dose often 76.9 µM), for inactives: at the top dose activity, negative = inhibition, actives largely listed as inhibitors. AID 504842; further: potency means the concentration at half of the fitted maximal effect; on the % scale 0 is the no-effect control and ±100 the full control effect; nearly all actives have a fitted effect of over 80% in size
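ATPase turnover read by TR-FRET ADP competition (Eu cryptate antibody/ADP-d2, 665/590 nm): 10uM ATP final, 25nM Mm-CPN final, 30 min 37degC after 10-min compound preincubation, pH 7.4 Tris/KCl/MgCl2/DTT buffer.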
Akt phos inh = inhibitors of Akt phosphorylation; Neuro2A IGF-stimulated pAkt S473 HTRF, 20 min; hits give low values; activity change, % for hits at 50 µM; 360,000 compounds, 0.32% hits; AID 651550; in the data active means activity change below about -80%; inconclusive means mostly about -51% to -80%; further: on the % scale 0 is the no-effect control and ±100 the full control effect
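Neuro2A cells in DMEM with 0.5% FBS, overnight at 37 deg C, given compound at single 50 µM final, then IGF (6 nM final) for 20 min at 37 deg C. Lysed; phospho-Akt Ser473 by HTRF after 24 h, 665/615 ratio.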
An asterisk follows results filed as active; i = inactive; ? = inconclusive; . = no result given; & = joins results of further samples; [ ] = remark or other dose. Unless noted, the call rests on the fitted dose curve; in most records, active means well fitted curve in the direction sought with a large enough effect; inconclusive means small, poorly fitted or top-dose-only effect, or another doubt; inactive means no such curve, though single readings can be large; an effect the other way counts as inactive or inconclusive. Only part of the results is shown. The share of hits here may be higher or lower than overall.

nr | molecule | TDP-43 yeast inh | HEK293 tox | FUS suppressor | aSyn yeast inh | Abeta rescue
1 | COc1ccc2c(c1)C(SCC(=O)NCCc1ccc(Cl)cc1)CC(C)(C)O2 (configuration not stated) | ? | -24% | ? | 12% | -2%
2 | COCCNC(=O)c1ccc(Cn2c(SCC(=O)NC(C)C)nc3ccccc3c2=O)cc1 | -2% | 12% | -8% | -1% | -15%
3 | Cc1cc(C)n2nc(SCC(=O)N(C(C)C)C(C)C)nc2n1 | 7% | -13% | 2% | -13% | 5%
4 | COc1ccc(OC)c(NC(=O)CSc2ccnc(=O)[nH]2)c1 | ? | -3% | -18% | . | 1%
5 | CCN1CCC2(CC1)N=C(c1ccc(F)cc1)C(=S)N2C(=O)c1ccc(C)cc1 | -5% | ? | . | 4% | 8%
6 | Cc1ccc(C(=O)OCC(=O)c2c[nH]c3ccccc23)cc1S(=O)(=O)N1CCOCC1 | -7% | ? | 13% | 6% | 2%
7 | N#CCc1nc2ccccc2c(=O)[nH]1 | -13% | 41% | 21% | 13% | -14%
8 | Cc1c(CCOC(=O)CC23CC4CC(CC(C4)C2)C3)sc[n+]1Cc1ccccc1 | -4% | -5% | 20% | 6% | -4%
9 | CCOC(=O)c1cnc(-c2ccccc2)nc1Oc1ccccc1 | 25% | 2% | -15% | 7% | -2%
10 | CCCCC(CC)C1OCC(C[N+]2(C)CCOCC2)O1 (configuration not stated) | 10% | 0% | . | 1% | 8%
11 | Cc1c(Cl)cccc1NC(=O)C(C)n1nc(C)c2c(C)n(-c3ccccc3)nc2c1=O (configuration not stated) | ? | -4% | 2% | . | 15%
12 | CN(C(=O)C1CCC(=O)N(Cc2ccccc2F)C1)C1CCOCC1 (configuration not stated) | 22% | -2% | . | 0% | 7%
13 | CCOc1ccc2nc(N/C(N)=N/S(C)(=O)=O)nc(C)c2c1 | 10% | -5% | -27% | ? | -2%
14 | COc1ccc(C(O)c2nc(-c3ccc4c(c3)OCO4)cs2)cc1 (configuration not stated) | 14µM* | 3% | 7% | 22µM* | 21%
15 | Cc1cc(C(=O)Nc2nc3c(s2)CCCC3)no1 | 29% | 5% | 14% | -5% | 6%

nr | PTHR1 ag | GLP-1R inv ag | MmCpn inh | Akt phos inh
1 | -94%[inhibitor] | ? | -1% | i
2 | i | 6% | . | .
3 | i | 15% | -8% | i
4 | -25% | 7% | . | .
5 | i | ? | -3% | i
6 | -23% | ? | 1% | i
7 | 24% | -1% | -2% | i
8 | i | 0% | 0% | i
9 | -6% | ? | -2% | i
10 | i | -3% | -1% | i
11 | -19% | 5% | . | .
12 | -21% | 3% | 0% | i
13 | i | 3% | 0% | i
14 | -15% | -2% | . | i
15 | -55%[inhibitor][57.5 µM] | 0% | 0% | i

(next part)
nr | molecule | TDP-43 yeast inh | HEK293 tox | FUS suppressor | aSyn yeast inh | Abeta rescue
16 | Cc1nc(N2CCN(S(=O)(=O)c3cccs3)CC2)c2c(-c3ccccc3)c(C)sc2n1 | ? | 2% | 5% | ? | 2%
17 | O=C(O)/C=C\C(=O)Nc1ccccc1C(=O)NC1CCCCC1 | -12%[9.22 µM] | 9%[7.66 µM] | 25% | -1% | -14%
18 | CCC(SCC(=O)OC)C(=O)Nc1nnc(C(C)C)s1 (configuration not stated) | 1% | 3% | -9% | 0% | -12%
19 | CC(=O)Nc1cc(-c2ccc(N3CCN(C)CC3)cc2)cn2c(-c3cccc(C(C)=O)c3)cnc12 | 2% | 8% | 8% | 21% | 2%
20 | C[C@H](CO)N1C[C@H](C)[C@@H](CN(C)C(=O)NC2CCCCC2)Oc2ccc(NC(=O)c3ccncc3)cc2C1=O | 19% | -16% | 4% | -1% | 5%
21 | CCOc1cc(Cl)c(S(=O)(=O)NCc2cccnc2)cc1Cl | 11% | ? | 9% | 4% | 9%
22 | COc1ccc(C2CC2C(=O)c2ccccn2)cc1 (configuration not stated) | 0% | 7% | -7% | -4% | -4%
23 | Cc1ccc(C)c2[nH]c(=O)c(CCNC(=O)CC(C)(C)C)cc12 | 14% | -23% | -17% | 0% | -1%
24 | CC1Cc2ccccc2N1C(=O)COC(=O)CCc1nc2ccccc2c(=O)[nH]1 (configuration not stated) | -17% | -1% | 35% | 2% | -2%
25 | c1ccc(-c2cc3c(ccc4nonc43)nn2)cc1 | 0% | -17% | 8% | 0% | -11%
26 | CN(C)CCN(Cc1ccccc1)C(=O)[C@H](Cc1ccccc1)N1C(=O)c2ccccc2C1=O | -18% | -4% | 19% | 2% | 5%
27 | COc1ccccc1N1CCN(C(=O)CN(Cc2ccccc2)S(C)(=O)=O)CC1 | -14% | 11% | 25% | 8% | -4%
28 | Cc1cc(-c2nnc(SCC(=O)Nc3ccccc3C(F)(F)F)o2)c(C)n1-c1ccccc1 | ? | -5% | 30% | 0% | 2%
29 | COC(=O)c1ccccc1NC(=O)c1sc(Cl)nc1C | -11%[1.82 µM] | -5% | 11% | 8% | 22%
30 | CCOc1ccc(C2N(c3ccc(OC)cc3)C(=O)C3CCCN32)cc1OC (configuration not stated) | 1% | 2% | 4% | -9% | -15%

nr | PTHR1 ag | GLP-1R inv ag | MmCpn inh | Akt phos inh
16 | -8% | 2% | . | i
17 | -21% | -6%[7.66 µM] | 2% | i
18 | -17% | 32%[activator] | -1% | i
19 | -5% | 15% | . | i
20 | i | 14% | 1% | i
21 | -18% | -3% | -10% | i
22 | -5% | 11% | 0% | i
23 | -6% | 0% | -3% | i
24 | -4% | 1% | 1% | i
25 | i | 54%[activator] | 0% | i
26 | i | 16% | -3% | i
27 | 17%[57.5 µM] | 0% | 1% | i
28 | -4% | 0.89µM* | 2% | i
29 | i | 25% | 2% | i
30 | -7% | 17% | 2% | i

Pulled by compound from the list above (four):
nr | molecule | TDP-43 yeast inh | HEK293 tox | FUS suppressor | aSyn yeast inh | Abeta rescue
18 | CCC(SCC(=O)OC)C(=O)Nc1nnc(C(C)C)s1 (configuration not stated) | 1% | 3% | -9% | 0% | -12%
7 | N#CCc1nc2ccccc2c(=O)[nH]1 | -13% | 41% | 21% | 13% | -14%
3 | Cc1cc(C)n2nc(SCC(=O)N(C(C)C)C(C)C)nc2n1 | 7% | -13% | 2% | -13% | 5%
27 | COc1ccccc1N1CCN(C(=O)CN(Cc2ccccc2)S(C)(=O)=O)CC1 | -14% | 11% | 25% | 8% | -4%

nr | PTHR1 ag | GLP-1R inv ag | MmCpn inh | Akt phos inh
18 | -17% | 32%[activator] | -1% | i
7 | 24% | -1% | -2% | i
3 | i | 15% | -8% | i
27 | 17%[57.5 µM] | 0% | 1% | i

Next part
nr | molecule | TDP-43 yeast inh | HEK293 tox | FUS suppressor | aSyn yeast inh | Abeta rescue
31 | CC(OC(=O)c1cccc(NS(C)(=O)=O)c1)C(=O)Nc1ccc(N2CCOCC2)cc1 (configuration not stated) | -9% | 2% | ? | -15% | -11%
32 | Cc1csc(NC(=O)CCn2c(=O)oc3ccc(Cl)cc32)n1 | 10% | -6% | 9% | 6% | -10%
33 | O=C(COC(=O)Cc1ccc(Cl)cc1)Nc1ccc2[nH]c(=O)[nH]c2c1 | 10% | 7% | 9% | 2% | -10%
34 | N/C(=N\OC(=O)CCCc1ccccc1)c1ccc([N+](=O)[O-])cc1 | 22µM* | 2% | . | -6% | 23%
35 | CCOC(=O)C1=C(C)NC(C)=C(C(=O)OCC)C1C(=O)OCC(=O)NC(C)C | -5%&-11% | -16%&-13% | 18%&17% | 3%&-2% | 9%&19%
36 | CCn1cc(Br)c(-c2nc3ccccc3c(=O)n2N)n1 | -4% | 1% | 10% | 1% | 10%
37 | Cc1cc(C(=O)c2ccccc2)c(NC(=O)CN2CCOCC2)s1 | 8% | -3% | -8% | -5% | -10%
38 | COC(=O)c1cc2sc(C)cc2n1CC(=O)Nc1cccc(SC)c1 | 2% | -5% | 6% | . | -3%
39 | CC(C)OC(=O)c1ccc(Cn2nnc3ccccc3c2=O)cc1 | 23% | 29% | 23% | 11% | -21%

nr | PTHR1 ag | GLP-1R inv ag | MmCpn inh | Akt phos inh
31 | i | 23% | -1% | i
32 | -7% | -25% | -1% | i
33 | i | -1% | 1% | i
34 | -12% | -1% | -2% | i
35 | -11%[57.5 µM] | -22%&-11% | -2% | i
36 | -15% | 0% | . | i
37 | i | 14% | 1% | i
38 | i | -3% | . | .
39 | i | 8% | 0% | i

A draw from above in order of molecular weight, ascending:
nr | molecule | TDP-43 yeast inh | HEK293 tox | FUS suppressor | aSyn yeast inh | Abeta rescue
32 | Cc1csc(NC(=O)CCn2c(=O)oc3ccc(Cl)cc32)n1 | 10% | -6% | 9% | 6% | -10%
14 | COc1ccc(C(O)c2nc(-c3ccc4c(c3)OCO4)cs2)cc1 (configuration not stated) | 14µM* | 3% | 7% | 22µM* | 21%
11 | Cc1c(Cl)cccc1NC(=O)C(C)n1nc(C)c2c(C)n(-c3ccccc3)nc2c1=O (configuration not stated) | ? | -4% | 2% | . | 15%

nr | PTHR1 ag | GLP-1R inv ag | MmCpn inh | Akt phos inh
32 | -7% | -25% | -1% | i
14 | -15% | -2% | . | i
11 | -19% | 5% | . | .
